Screening results deposited in PubChem by The Scripps Research Institute Molecular Screening Center.
KLK7 zymogen act – proKLK7 zymogen activators, primary screen, biochemical, fluorescence intensity. Kallikrein-7 (Homo sapiens), P49862. purified proKLK7, EDANS-DABCYL substrate fluorescence; 100% is mature enzyme control, 0% vehicle. activation, % at 7 µM. actives 0.9% (n = 370,000);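 active means activation above the mean of all tested compounds plus 3 SD, computed per campaign excluding outliers beyond control limits, cut at about 13% in these data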
MBD2 DNA inh – inhibitors of MBD2 binding to methylated DNA, primary screen, biochemical, TR-FRET, DNA-binding domain, human | Methyl-CpG-binding domain protein 2 (Homo sapiens), Q9UBB5 | MBD2 binding to methylated oligonucleotide | inhibition, % at 4.4 µM | actives 0.31% (n = 370,000); in the data active means inhibition above about 13%
Target sequence (Q9UBB5 whole entry, looked up, the tested form may be a part): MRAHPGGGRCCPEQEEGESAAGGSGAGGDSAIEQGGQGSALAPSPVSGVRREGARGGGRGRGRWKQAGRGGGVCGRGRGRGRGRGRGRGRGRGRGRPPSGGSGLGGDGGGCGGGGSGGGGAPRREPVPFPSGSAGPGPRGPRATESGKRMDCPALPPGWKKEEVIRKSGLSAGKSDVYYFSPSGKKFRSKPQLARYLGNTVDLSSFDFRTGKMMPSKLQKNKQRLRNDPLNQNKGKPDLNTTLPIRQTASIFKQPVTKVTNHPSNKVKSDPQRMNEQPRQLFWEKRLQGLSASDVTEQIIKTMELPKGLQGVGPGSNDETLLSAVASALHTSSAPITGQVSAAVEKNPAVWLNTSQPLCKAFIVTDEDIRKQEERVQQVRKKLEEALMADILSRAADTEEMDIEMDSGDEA
SIAE inh – human SIAE inhibitors, primary screen, biochemical, fluorescence polarization, FP-Rh probe, 1536-well HTS; Sialate O-acetylesterase (Homo sapiens), Q9HAT2; SIAE FP-Rh probe binding; inhibition, % at 9.66 µM; actives 0.69% (n = 370,000); AID 1053197, 2014;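 active means inhibition above a cutoff: mean of compounds within the control limits plus 3 SD of those, cut at about 17% in these data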;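 further: 0% = plate median of compound wells and 100% = probe without SIAE protein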
Target sequence (Q9HAT2 whole entry, looked up): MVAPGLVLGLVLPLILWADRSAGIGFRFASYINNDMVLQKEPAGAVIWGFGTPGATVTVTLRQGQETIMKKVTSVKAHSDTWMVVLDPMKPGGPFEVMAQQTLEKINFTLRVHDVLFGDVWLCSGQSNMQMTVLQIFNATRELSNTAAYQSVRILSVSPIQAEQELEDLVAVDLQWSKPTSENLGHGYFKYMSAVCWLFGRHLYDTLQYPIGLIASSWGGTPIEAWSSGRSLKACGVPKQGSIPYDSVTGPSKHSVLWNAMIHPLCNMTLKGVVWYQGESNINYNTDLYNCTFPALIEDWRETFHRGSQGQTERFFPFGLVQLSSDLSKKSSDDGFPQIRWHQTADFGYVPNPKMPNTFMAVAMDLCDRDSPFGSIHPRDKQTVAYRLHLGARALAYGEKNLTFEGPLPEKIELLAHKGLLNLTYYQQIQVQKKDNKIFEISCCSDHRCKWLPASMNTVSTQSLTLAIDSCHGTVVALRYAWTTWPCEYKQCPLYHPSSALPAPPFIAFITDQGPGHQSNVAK
DDE Tn6 FP inh – inhibitors of Tn6 peptide binding to fibrin DD(E), primary screen, biochemical, fluorescence polarization, human fibrin, Tn6 probe | AID 720509, 2013 | Fibrinogen beta chain (Homo sapiens), P02675 | Fibrin DD(E) TRITC-Tn6 fluorescence polarization displacement | actives 0.21% (n = 370,000) | inhibition, % at 8.3 µM;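 active means inhibition above a per-campaign cutoff: mean of compounds within control limits plus 3 SD, cut at about 15% in these data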;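 further: 0% = median of all compound wells on the plate and 100% = blocking peptide control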
UHRF1 binding – UHRF1 methylated DNA binding inhibitors, primary screen, counter-screen for MBD2 inhibitor project, biochemical, TR-FRET, human UHRF1, single concentration | UHRF1 binding to methylated oligo | E3 ubiquitin-protein ligase UHRF1 (Homo sapiens), Q96T88 | inhibition, % at 4.4 µM | actives 0.75% (n = 370,000); in the data active means inhibition above about 21%;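 further: UHRF1 SRA domain binding a hemimethylated CpG hairpin DNA probe; 0% = median of test compound wells and 100% = reference inhibitor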
Tn7 DDE FP – inhibitors of Tn7 peptide binding to fibrin DD(E), primary screen, biochemical, fluorescence polarization, human fibrin, Tn7 probe | actives 0.13% (n = 370,000) | FP displacement of FITC-Tn7 peptide from fibrin DD(E); 0% = median of compound wells per plate | Fibrinogen beta chain (Homo sapiens), P02675 | inhibition, % at 8.3 µM;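 active means inhibition above the mean of compounds falling within the control limits plus 3 SD of them, cut at about 14% in these data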;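 further: 0% = plate median of compound wells and 100% = 10 µM Aha-Tn7 peptide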
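assay system = human clot-derived fibrin DD(E) complex | quantity = Fibrin-DD(E) at 2 µM final | timing = 10 min preincubation, 3 h with tracer, room temperature | signal = fluorescence polarization | measure = percent inhibition | benchmarks = high control wells with 10 µM unlabelled Aha-Tn7 peptide (full inhibition) | replicates = singlicate testing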
LEDGF integ inh – blockers of LEDGF/p75-dependent integrase strand transfer – biochemical, TR-FRET, high throughput, primary screen | actives 0.64% (n = 370,000) | TR-FRET IN-LEDGF/p75 DNA integration, Eu/Cy5 | HIV-1 integrase (with human LEDGF/p75) | inhibition, % at 3.7 µM;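 active means inhibition above the screen-wide mean plus 3 SD, cut at about 13% in these data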;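 further: signal is the Cy5 over europium emission ratio at 671 and 618 nm; 0% = plate median of compound wells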
TDP2 absorb – human TDP2 enzyme inhibitors, primary screen, biochemical, epi absorbance, recombinant enzyme. Tyrosyl-DNA phosphodiesterase 2 (Homo sapiens), O95551. T5PNP hydrolysis, p-nitrophenol absorbance 415 nm. inhibition, % at 12.8 µM. actives 0.34% (n = 370,000);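 active means inhibition above the mean of all tested compounds plus 3 SD, set per campaign, cut at about 25% in these data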;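 further: 0% = DMSO with enzyme and 100% = buffer with substrate but no TDP2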
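System – recombinant human TDP2 · Quantity – TDP2 enzyme at 120 nM final · Doses – single concentration, 12.8 µM nominal, with 1% DMSO · Incubation – 2 h at 37 °C · Measured by – epi absorbance of p-nitrophenol freed from T5PNP by hydrolysis · Read-out – % inhibition relative to enzyme-containing and enzyme-free wells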
PRMT1 inh – PRMT1 methyltransferase inhibitors, primary screen, biochemical, fluorescence polarization; recombinant PRMT1, activity-based probe fluorescence polarization; inhibition, % at 2.79 µM; AID 652257, 2013; actives 1.3% (n = 370,000);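 active means inhibition above about 21% made by adding two undisclosed values, limit read from the data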
TCR-CD3 inh – inhibitors of human TCR-CD3 interaction, primary screen, biochemical, fluorescence, TAMRA-labeled TCR probe | T-cell receptor (TCR) | inhibition, % at 9.4 µM | actives 0.37% (n = 360,000) | AID 651800, 2012; in the data active means inhibition above about 19%;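 further: recombinant mutant TCR 2C K166C tagged with TAMRA read by polarization; 0% = receptor in buffer alone and 100% = receptor with positive control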
* = called active by the depositor; . = no result given.

SMILES	KLK7 zymogen act	MBD2 DNA inh	SIAE inh	DDE Tn6 FP inh	UHRF1 binding	Tn7 DDE FP	LEDGF integ inh	TDP2 absorb	PRMT1 inh	TCR-CD3 inh
COc1ccc(C(=O)NCc2ccon2)cc1OC1CCN(C(C)C)CC1	-0.4	-2.5	-8.2	-4.9	-0.3	-1.5	-0.2	0.3	-1.7	0.7
O=C(Nc1ccc2ccccc2c1)c1cccc2ccccc12	0.5	6.3	-14.0	2.2	7.5	5.6	-3.6	2.3	3.4	2.8
O=C(Nc1ccccc1)N1CCCN(c2ccc(C(F)(F)F)cn2)CC1	0.1	-1.7	-3.8	-7.0	-1.3	1.6	3.7	12.3	-3.5	-0.2
N#CCc1ccc(NS(=O)(=O)c2ccc(N3CCCC3=O)cc2)cc1	0.2	-3.3	-1.8	-2.5	1.8	-2.2	0.7	-5.1	3.0	-1.2
Cc1ccc(F)c(NC(=O)c2ccc(Cn3cc(Cl)cn3)cc2)c1	0.0	0.3	-2.5	7.8	1.2	0.4	2.5	-5.0	-0.8	-1.0
CC(=O)OC(/C(O)=C(\C#N)c1nc2ccccc2[nH]1)c1ccccc1 (stereo unspecified)	-0.4	-2.8	-4.8	-5.5	-1.7	-3.5	3.7	-19.1	0.0	-12.2
O=C(Cn1c(=O)[nH]c2ccsc2c1=O)N1CCN(c2ccc(F)cc2)CC1	0.0	4.2	-1.0	15.5*	1.8	0.7	-1.1	0.9	-1.6	3.4
CCOc1cc(CN2CCN(c3ccc(C(C)=O)cc3)CC2)ccc1OC	0.3	5.8	-1.0	1.9	1.6	4.7	-1.8	7.4	-3.9	8.1
C/C(=N\NC(=O)Cn1cc([N+](=O)[O-])cn1)c1ccco1	-0.8	5.2	-8.1	-3.4	2.6	7.2	-3.6	-10.8	7.0	-9.4
COC(=O)c1ccccc1OCC(=O)N1CCN(c2ccc(OC)cc2)CC1	0.3	-1.7	-1.7	3.4	1.5	-0.1	0.1	-9.4	-1.1	2.2
Cc1nc(SCc2ccc(O)c([N+](=O)[O-])c2)c([N+](=O)[O-])[nH]1	-0.3	-5.4	3.6	-4.5	-0.7	-0.9	-1.8	-17.6	35.4*	0.9
CNC(=O)c1c(NC(=O)C2=COCCO2)sc(C)c1C	0.1	2.9	5.5	-4.3	2.3	-2.2	-3.7	-3.9	0.2	-1.4
CCCCCCCNC(=O)C1(CC2CC(c3ccc(Cl)cc3)=NO2)CCNCC1 (stereo unspecified)	-0.2	3.3	16.5	5.6	2.0	0.9	-2.3	-2.8	1.3	-3.5
COCCCNC(=O)C1=CCN(S(=O)(=O)c2ccc(OC)cc2)CC1	0.4	0.7	0.0	6.8	0.8	-1.0	-1.2	6.3	0.1	-2.9
COc1ccc(C(C(=O)Nc2ccc(C(C)C)cc2)N(Cc2ccco2)C(=O)CC2NC(=O)NC2=O)cc1 (stereo unspecified)	-0.7	-2.6	-11.7	-8.1	-0.7	-8.6	3.0	7.1	0.7	1.0

3 successive records already listed:
SMILES	KLK7 zymogen act	MBD2 DNA inh	SIAE inh	DDE Tn6 FP inh	UHRF1 binding	Tn7 DDE FP	LEDGF integ inh	TDP2 absorb	PRMT1 inh	TCR-CD3 inh
CCCCCCCNC(=O)C1(CC2CC(c3ccc(Cl)cc3)=NO2)CCNCC1 (stereo unspecified)	-0.2	3.3	16.5	5.6	2.0	0.9	-2.3	-2.8	1.3	-3.5
COCCCNC(=O)C1=CCN(S(=O)(=O)c2ccc(OC)cc2)CC1	0.4	0.7	0.0	6.8	0.8	-1.0	-1.2	6.3	0.1	-2.9
COc1ccc(C(C(=O)Nc2ccc(C(C)C)cc2)N(Cc2ccco2)C(=O)CC2NC(=O)NC2=O)cc1 (stereo unspecified)	-0.7	-2.6	-11.7	-8.1	-0.7	-8.6	3.0	7.1	0.7	1.0

Carrying on.
SMILES	KLK7 zymogen act	MBD2 DNA inh	SIAE inh	DDE Tn6 FP inh	UHRF1 binding	Tn7 DDE FP	LEDGF integ inh	TDP2 absorb	PRMT1 inh	TCR-CD3 inh
CCc1nc2ccc(C(=O)NCCOc3ccc(OC)cc3)cn2c1N(C)Cc1ccc(N(C)C)cc1	0.1	2.0	6.8	6.2	-1.9	1.7	-4.6	-5.9	-0.1	7.5
COc1ccc(CC(N)c2csc(NC(=O)C(c3ccccc3)c3ccccc3)n2)cc1 (stereo unspecified)	0.0	-3.7	-15.8	-4.7	-5.9	3.3	8.6	7.1	-3.0	-5.3
COC(=O)c1ccc(C(=O)OC)c(NC(=O)CSc2ccccn2)c1	0.4	3.0	1.9	8.7	-1.1	-5.7	-0.4	0.9	-2.3	-1.7
CCOC(=O)/C(N=Nc1sc(C(=O)OC)c(C)c1C(=O)OCC)=C(\O)CCl	0.4	-6.8	-2.7	4.8	-10.0	3.3	0.8	7.4	2.1	-2.5
COC(=O)c1cc(NC(=O)NC2CCCCN(Cc3ccc(Cl)cc3)C2=O)cc(C(=O)OC)c1 (stereo unspecified)	0.6	-2.9	2.8	-2.0	-1.1	-6.9	7.2	0.2	-8.3	.
CCS(=O)CCSc1nc2ccccc2s1 (stereo unspecified)	-0.1	1.2	2.2	0.9	-2.0	-10.6	-0.8	8.8	11.4	6.3
O=C(CSc1nnc2ccccn12)NCc1ccco1	0.3	0.7	6.3	6.0	1.6	-5.3	-1.5	1.9	-0.5	2.2
COc1cc(OC)c(NC2=NCCCCC2)cc1Cl	0.5	-5.5	2.5	-3.1	-4.1	2.7	-4.4	-8.4	-3.4	1.9
CCC(Cc1ccccc1)n1c(=S)[nH]c2ccccc2c1=O (stereo unspecified)	0.6	-6.7	0.2	-0.5	0.5	-0.5	-2.9	-3.2	2.0	-1.1
COc1ccccc1N1CCN(C(=O)c2cc3c(s2)-c2ccccc2OC3)CC1	-5.2	-3.9	0.0	-1.9	-0.6	-0.2	-2.8	-7.1	0.0	-2.5
Cc1ccc2c(c1)CCCN2S(=O)(=O)c1cccc(C(=O)Nc2ccccc2C(=O)O)c1	0.2	0.3	-38.3	2.6	1.3	-0.3	5.7	2.1	-5.6	7.1
COc1ccc(CNCC(O)(c2ccc(F)cc2)c2ccc(F)cc2)cc1	-0.2	0.2	1.4	0.9	2.6	-9.9	-2.1	4.9	-2.0	4.7
CC(=O)Nc1ccc2c(c1)OCO2	-0.1	-5.3	1.8	2.4	0.1	-1.1	-3.8	-2.7	0.6	1.5
COCCNC(=O)c1ccc(C)c(S(=O)(=O)Nc2ccc(C)cc2)c1	-0.2	-1.4	2.5	6.9	-0.7	4.0	2.6	2.7	35.9*	5.6
COc1ccc(NS(=O)(=O)c2cccc(C(=O)N/N=C/c3cn(-c4ccccc4)nc3-c3ccc(OC)cc3)c2)cc1	0.2	1.9	-20.9	-8.5	-4.3	-2.5	-2.4	9.4	1.5	0.9
O=C(N/N=C/c1ccccc1)NC1CCCCC1	-0.5	4.2	-0.6	-1.8	6.3	2.9	3.9	-10.5	1.2	4.5
CC(C)c1nc(N2CCN(C(=O)c3ccco3)CC2)c(C#N)c2c1COC(C)(C)C2	0.2	0.5	8.0	-0.9	4.9	-8.5	2.1	-6.3	-1.7	11.2
Clc1ncn(C23CC4CC(CC(C4)C2)C3)n1	0.1	0.3	-6.3	-0.7	1.8	7.6	-6.5	-0.5	2.5	-4.1
Cc1nnc(NC(=O)CN2C(=O)NC3(CCCC3)C2=O)s1	-0.9	6.5	-1.5	-1.2	8.2	3.2	-2.1	-2.8	-0.2	-5.4
CCOC(=O)CNC(=O)c1cc(OC)cc(OC)c1	-0.7	-6.2	8.4	5.9	-4.7	5.9	-0.4	-8.5	-1.6	2.3
COc1ccc(S(=O)(=O)N(C)C)cc1NC(=O)CCNC(=O)c1ccco1	0.0	3.5	-5.1	11.5	-0.4	1.6	-1.2	3.8	0.2	8.0
Cc1cc(C)cc(NC(=O)CCc2nc3ccccc3[nH]2)c1	0.1	2.3	-2.3	-4.9	0.9	-4.3	-1.2	2.8	-0.2	1.6
CC1=C(C(=O)Nc2ccc(F)cc2)C(c2cccc(C)c2)n2nc(CCCO)nc2N1 (stereo unspecified)	-0.6	-2.6	2.5	-2.5	-1.8	-0.8	-1.6	4.0	-1.0	0.1
CCCCNC(=O)C1CCCN1C(=O)NC1CCCCC1 (stereo unspecified)	0.2	-4.8	4.2	2.2	-0.1	-1.0	-0.5	-2.2	1.7	6.1
Cc1cc(C)cc(C(=O)NCC(=O)NCCc2c[nH]c3ccccc23)c1	-1.0	-0.5	1.7	-0.9	0.9	-5.5	6.0	0.0	-2.6	3.0
Cc1ccc(S(=O)(=O)N(CC(=O)NCc2ccncc2)Cc2ccccc2F)cc1	0.0	-4.3	2.9	3.5	-0.4	7.0	-5.8	-8.8	5.5	-4.6
CC(CC(=O)N1CCc2ccccc21)S(=O)(=O)c1ccc2c(c1)NC(=O)CO2 (stereo unspecified)	-0.3	0.7	2.5	-6.5	-0.1	-4.1	-0.4	10.6	0.5	-4.4
CC(C)Oc1ccc(C(=O)NCC(=O)O)cc1	-0.5	-1.1	-1.1	6.2	1.0	-1.6	3.0	-5.6	-1.7	-4.9
COc1ccc(N2C(=O)NC(=O)C2=O)cc1	-0.5	0.4	8.4	5.7	-1.0	-1.6	-0.1	-1.6	1.5	-1.7
Cc1cc(C)n(CCNC(=O)C2CCC(=O)N(Cc3ccc(Cl)cc3)C2)n1 (stereo unspecified)	0.3	-6.8	1.4	9.6	-1.2	-1.8	2.1	2.1	-0.6	5.8
COc1cc2c(cc1NC(=O)Nc1ccc(C)cc1)oc1ccccc12	-4.0	3.0	2.6	-12.2	0.1	4.6	-1.2	9.0	-0.4	0.0
Cc1ccc2oc(=O)n(CCOc3ccccc3)c2c1	-0.6	5.2	-0.3	-1.2	1.1	1.2	2.4	-6.1	-1.0	-0.1
O=c1oc2ccccc2c2c1ncn2C1CCCCC1	0.3	-0.5	2.0	-0.7	9.4	0.2	2.0	6.9	-0.2	-4.2
O=C1C2C3C=CC(C3)C2C(=O)N1Nc1ccccc1 (stereo unspecified)	-0.1	1.6	-4.1	-2.2	1.8	-5.7	-8.9	-2.6	1.2	-6.3
CC(OC(=O)CCCc1nc2ccccc2s1)C(N)=O (stereo unspecified)	-0.1	1.2	0.8	-4.1	2.1	-1.2	1.7	-1.6	0.5	-5.6
CC(C)(C)OC(=O)CNC(=O)c1nc[nH]c1C(=O)NCC(=O)OC(C)(C)C	0.4	-2.9	-0.4	8.5	0.8	0.6	-3.0	-2.0	-1.9	7.3
